Source: PubChem
TLR4-MyD88 BLA – inhibitors of human TLR4-MyD88 binding | O00206+Q99836 | HeLa CL3-4 TLR4/MyD88 BLA complementation, FRET ratio | inhibition, % at 8.4 µM | 200,000 compounds, 0.18% hits | AID 861; in the data active = inhibition above about 25%;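 also: 0% = vehicle and 100% = reference inhibitor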
Target sequence (O00206 whole entry, looked up): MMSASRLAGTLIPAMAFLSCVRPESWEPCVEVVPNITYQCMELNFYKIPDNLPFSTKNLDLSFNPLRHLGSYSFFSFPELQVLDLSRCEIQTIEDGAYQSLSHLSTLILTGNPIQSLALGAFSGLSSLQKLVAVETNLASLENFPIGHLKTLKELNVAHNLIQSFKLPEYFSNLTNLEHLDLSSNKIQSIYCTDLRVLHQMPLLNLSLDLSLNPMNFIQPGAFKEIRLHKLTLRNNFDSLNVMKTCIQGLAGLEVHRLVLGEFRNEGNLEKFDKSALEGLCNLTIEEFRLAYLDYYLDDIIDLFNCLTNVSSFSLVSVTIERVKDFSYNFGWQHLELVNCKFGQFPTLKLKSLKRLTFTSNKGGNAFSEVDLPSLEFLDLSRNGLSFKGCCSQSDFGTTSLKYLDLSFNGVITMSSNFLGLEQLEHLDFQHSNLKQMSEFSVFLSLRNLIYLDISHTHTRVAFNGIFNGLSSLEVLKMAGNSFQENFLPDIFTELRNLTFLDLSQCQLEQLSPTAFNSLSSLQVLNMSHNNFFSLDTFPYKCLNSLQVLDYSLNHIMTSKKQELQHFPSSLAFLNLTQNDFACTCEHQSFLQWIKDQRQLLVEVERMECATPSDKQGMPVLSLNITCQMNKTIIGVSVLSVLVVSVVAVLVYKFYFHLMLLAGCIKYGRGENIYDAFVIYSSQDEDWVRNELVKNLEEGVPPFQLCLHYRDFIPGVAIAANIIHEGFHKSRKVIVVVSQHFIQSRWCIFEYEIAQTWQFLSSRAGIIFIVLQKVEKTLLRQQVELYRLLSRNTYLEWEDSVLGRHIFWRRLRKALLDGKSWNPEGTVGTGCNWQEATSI
Target sequence (Q99836 whole entry, looked up): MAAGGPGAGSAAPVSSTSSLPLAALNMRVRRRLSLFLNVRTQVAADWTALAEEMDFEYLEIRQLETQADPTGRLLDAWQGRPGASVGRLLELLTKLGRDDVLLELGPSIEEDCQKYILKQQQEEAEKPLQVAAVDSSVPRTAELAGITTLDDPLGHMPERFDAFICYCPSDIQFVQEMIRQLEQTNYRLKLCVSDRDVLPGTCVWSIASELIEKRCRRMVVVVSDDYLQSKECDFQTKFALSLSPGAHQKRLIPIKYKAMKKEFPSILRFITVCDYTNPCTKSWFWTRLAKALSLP
S1P3 antagonist – S1P3 (human) receptor antagonism; AID 485; CHO S1P3 NFAT-BLA reporter, FRET fluorescence, antagonist mode; inhibition, % at 4.98 µM; 170,000 compounds, 0.27% hits; Q99500;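 active = inhibition above the plate cutoff, the mean inhibition of test wells on that plate plus 3 SD, cut at about 28% in these data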;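 also: cells challenged with S1P at its EC80 of 0.8 µM; blue over green emission ratio from cleaved BLA substrate after 4 h stimulation; 0% = S1P-stimulated wells and 100% = unstimulated DMSO-only wells; some compounds past the cut are filed as inactive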
TR-FRET SRC-2 ct – TR-FRET artefact, counter-screen to PPARgamma/SRC-2 agonist assay. active compounds read high. TR-FRET ratio at 8 µM. AID 1049. 200,000 compounds, 0.4% hits; in the data active = TR-FRET ratio above about 2000; also: inactives centre near 1500
STAT3 inh – STAT3 signaling inhibition. U3A cells, IL-6 STAT3-luciferase reporter, luminescence; host cell line lacks STAT1. 190,000 compounds, 0.89% hits. inhibition, % at 5.5 µM;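 active = inhibition above the mean inhibition across all screened compounds plus 3 SD, cut at about 44% in these data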;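 also: 0% = DMSO only wells and 100% = 100 µM nifuroxazide control wells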
STAT3 act – activators of IL-6 induced STAT3 signaling; U3A cells, IL-6 STAT3-luciferase reporter, luminescence; 100% = signal with IL-6 EC80 alone; 190,000 compounds, 0.91% hits; activation (% of control), % at 5.6 µM; AID 871;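 active = activation above the screen-wide mean of compound activation plus 3 SD, cut at about 130% in these data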;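 also: 0% = background luminescence of wells with medium and substrate only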
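Test system: Human STAT1-deficient U3A cells with stable STAT3-luciferase reporter | Also added: Interleukin-6, 33 ng/mL | Timing: Compound pre-incubation 1 h before IL-6, then 6 h stimulation at 37 °C | Technique: Luciferase reporter luminescence | Read-out: Percent of IL-6-only median luminescence | Benchmarks: IL-6-only wells as 100% reference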
STAT1 blocker – STAT1 signaling inhibition; NIH 3T3 STAT1-luciferase reporter, IFN-gamma, luminescence; inhibition, % at 5.5 µM; 200,000 compounds, 0.35% hits; AID 920;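 active = inhibition above a set limit, the mean inhibition across all tested compounds plus 3 SD, cut at about 34% in these data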;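 also: 0% = IFN-gamma with DMSO and 100% = IFN-gamma with 300 µM nifuroxazide; values of inactives mirror those of a sister screen read the other way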
PPARg SRC-2 ag – agonists of SRC-2 recruitment by human PPARgamma | PPARgamma LBD-SRC-2 recruitment, biochemical | activation, % at 8 µM | P37231 | 200,000 compounds, 0.34% hits; in the data active = activation above about 22%;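 also: 0% = vehicle and 100% = reference agonist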
PPARg SRC1 recr – promotes SRC-1 coactivator recruitment by human PPARgamma. activation, % at 8 µM. PPARgamma-SRC-1 coactivator recruitment biochemical assay. AID 631. P37231. 200,000 compounds, 0.41% hits; in the data active = activation above about 19%;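 also: 0% = DMSO and 100% = reference agonist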
RAM inhibit – blocks the yeast RAM network. S. cerevisiae dse1pr::URA3 reporter, 5-FOA growth OD615, 2 d; analog-sensitive cbk1-as2 kinase mutant strain. inhibition, % at 50 µM. 190,000 compounds, 1.8% hits. AID 868;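 active = inhibition above a set limit, 3 SD over mean compound inhibition, cut at about 8.4% in these data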;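 also: 0% = DMSO-only wells with no growth and 100% = 10 µM 1-NA-PP1 full growth; inhibition rescues growth on 5-FOA so higher OD means more RAM inhibition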
ROMK mod – modulates human ROMK potassium channel activity. P48048. B-score at 10 µM. Tet-inducible ROMK, thallium flux fluorescence; actives lie on both sides. 130,000 compounds, 2% hits;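 active = signal ratio slope over the read window, or its plate-corrected B-score, at least 3 SD from the plate mean, either direction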;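 also: B-score of the F/F0 ratio slope over 7 to 12 s after thallium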
PPARg SRC-3 ag – agonists of human PPARgamma SRC-3 coactivator recruitment; activation, % at 8 µM; biochemical PPARgamma/SRC-3 coactivator recruitment assay; AID 731; 200,000 compounds, 0.26% hits; in the data active = activation above about 23%;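 also: 0% = DMSO and 100% = reference agonist; some compounds past the cut are filed as inactive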
The depositor's hits bear a star; . = not tested or not shown.

SMILES	TLR4-MyD88 BLA	S1P3 antagonist	TR-FRET SRC-2 ct	STAT3 inh	STAT3 act	STAT1 blocker	PPARg SRC-2 ag	PPARg SRC1 recr	RAM inhibit	ROMK mod	PPARg SRC-3 ag
CC(=O)NC(=C(Cl)Cl)S(=O)(=O)c1ccccc1	-10	-8	1606	20	92	-9	8	-4	-0.2	0.48	4
O=C(NN=C1C2CC3CC1CC(Cl)(C3)C2)c1ccccn1	0	4	1500	-7	107	-24	4	15	0.1	1.4	2
Cc1nnsc1SCCNC(=O)Nc1ccc(Cl)cc1	3	10	1396	-1	105	-27	7	2	0.2	0.11	1
COc1ccccc1N1CCN(C(=O)CN(c2ccccc2OC)S(=O)(=O)c2ccccc2)CC1	-5	21	1504	4	100	-1	-13	5	-0.8	-0.93	-6
O=C(O)C1CC=CCC1C(=O)N1CCCC1 (configuration not stated)	-1	-17	1671	2	103	1	0	1	-0.9	.	2
COC(=O)c1ccccc1NC(=O)/C=C/c1ccco1	-12	4	1578	19	85	-13	0	2	3.6	-0.38	4
CC(C)C(=O)NC(C)C(c1cccs1)N1CCOCC1 (configuration not stated)	0	-12	1658	6	98	-2	4	4	0.6	.	-1
CSc1ccc(/C=N/N2CCN(Cc3ccc(C)cc3C)CC2)cc1	6	5	1630	0	106	4	3	3	0.9	1.1	-5
COc1ccc(C)cc1NC(=O)c1cnc2scc(C)n2c1=O	10	-19	1492	11	91	-5	-1	4	2.8	.	3
N#C/C(=C\c1ccc(F)cc1)c1n[nH]c(Cn2cncn2)n1	15	.	1762	8	99	2	2	5	1.7	-1.1	13
CCCCCn1c(CCCNC(=O)CC)nc2ccccc21	-4	-14	1647	-5	105	2	1	6	0.9	.	2
CSCCC(NC(=O)c1cccc(S(=O)(=O)N2CCOCC2)c1)C(=O)Nc1cccc(C)c1 (configuration not stated)	-20	8	1630	-8	104	-1	3	-1	5.7	0.97	5
CCC/C=N/NC(=O)CNC(=O)c1ccccc1Cl	-9	-8	1323	-6	105	-3	-9	-4	-1.0	0.63	-2
CC(C)(C)NCC(O)COc1ccccc1C(C)(C)C (configuration not stated)	-7	32	1490	10	97	-5	11	-1	0.8	-3.8*	-2
CC(C)c1ccc(OCC(=O)NC(=S)Nc2ccc3c4c(cccc24)CC3)cc1	-2	.	1873	4	100	0	7	22*	9.1*	.	6
COCCn1nnnc1C(CC(C)C)N1CCN(c2ccccc2)CC1 (configuration not stated)	1	.	1417	8	96	3	0	2	-0.1	0.37	0
CCN1CCCC1CN(Cc1cc2c(C)cc(C)cc2[nH]c1=O)C(=O)NC1CCCCC1 (configuration not stated)	-11	13	1544	-2	104	-1	0	-1	0.4	0.27	2
CN1CCN(c2ccc([N+](=O)[O-])c(-n3nc(-c4ccccc4)c4ccccc4c3=O)c2)CC1	2	.	1518	5	96	4	12	1	0.9	-1.1	2
Cc1cc(CSc2ccccc2)ccc1NC(=O)c1ccc(Cl)c([N+](=O)[O-])c1	-1	.	1392	8	99	13	3	-2	2.5	-0.079	-6
Cc1ccccc1-c1nc(CN2CCC(C(=O)NCc3ccco3)CC2)c(C)o1	15	22	1540	10	100	9	-8	-5	-0.9	.	-6

Laid out differently: 4 of the compounds above
structure: O=C(O)C1CC=CCC1C(=O)N1CCCC1 (configuration not stated)
  TLR4-MyD88 BLA = -1
  S1P3 antagonist = -17
  TR-FRET SRC-2 ct = 1671
  STAT3 inh = 2
  STAT3 act = 103
  STAT1 blocker = 1
  PPARg SRC-2 ag = 0
  PPARg SRC1 recr = 1
  RAM inhibit = -0.9
  ROMK mod = .
  PPARg SRC-3 ag = 2

structure: COc1ccccc1N1CCN(C(=O)CN(c2ccccc2OC)S(=O)(=O)c2ccccc2)CC1
  TLR4-MyD88 BLA = -5
  S1P3 antagonist = 21
  TR-FRET SRC-2 ct = 1504
  STAT3 inh = 4
  STAT3 act = 100
  STAT1 blocker = -1
  PPARg SRC-2 ag = -13
  PPARg SRC1 recr = 5
  RAM inhibit = -0.8
  ROMK mod = -0.93
  PPARg SRC-3 ag = -6

structure: N#C/C(=C\c1ccc(F)cc1)c1n[nH]c(Cn2cncn2)n1
  TLR4-MyD88 BLA = 15
  S1P3 antagonist = .
  TR-FRET SRC-2 ct = 1762
  STAT3 inh = 8
  STAT3 act = 99
  STAT1 blocker = 2
  PPARg SRC-2 ag = 2
  PPARg SRC1 recr = 5
  RAM inhibit = 1.7
  ROMK mod = -1.1
  PPARg SRC-3 ag = 13

structure: CCCCCn1c(CCCNC(=O)CC)nc2ccccc21
  TLR4-MyD88 BLA = -4
  S1P3 antagonist = -14
  TR-FRET SRC-2 ct = 1647
  STAT3 inh = -5
  STAT3 act = 105
  STAT1 blocker = 2
  PPARg SRC-2 ag = 1
  PPARg SRC1 recr = 6
  RAM inhibit = 0.9
  ROMK mod = .
  PPARg SRC-3 ag = 2

Going on with the list.
SMILES	TLR4-MyD88 BLA	S1P3 antagonist	TR-FRET SRC-2 ct	STAT3 inh	STAT3 act	STAT1 blocker	PPARg SRC-2 ag	PPARg SRC1 recr	RAM inhibit	ROMK mod	PPARg SRC-3 ag
COc1cc(C(O)P(=O)(OC2CCCCC2)c2ccc(N(C)C)cc2)cc(OC)c1OC (configuration not stated)	-12	-33	1509	-4	110	-3	4	2	0.0	-0.22	5
CCOC(=O)c1ccc(NC(=O)CCc2nc(-c3ccc(Cl)cc3)no2)cc1	-4	-5	1790	18	87	15	1	2	6.9	.	-12
O=C(O)C1CC(=O)N(c2ccc(OCc3ccccc3)cc2)C1 (configuration not stated)	5	.	1485	6	101	4	5	-1	1.9	.	-4
O=[N+]([O-])c1ccc2nc(CN3CCCCC3)[nH]c2c1	3	-15	1601	6	99	-16	5	17	1.1	0.56	2
Cc1ccc(NC(=O)CCn2c(=O)[nH]c3ccsc3c2=O)cc1	15	3	1624	14	89	-1	0	1	1.7	0.067	1
CC(NC(=O)c1ccc(Cl)cc1)c1nnc(SCc2ccc([N+](=O)[O-])cc2)n1C (configuration not stated)	3	.	1570	6	96	-5	6	-1	4.4	.	5
CS(=O)(=O)c1ccc(C(=O)Nc2cc(S(C)(=O)=O)ccc2Cl)cc1	1	-14	1587	-10	104	-5	-1	-4	1.9	.	-3
C/C=C/Cn1c(Br)nc2c1c(=O)n(C)c(=O)n2C	-7	-10	1602	14	91	-3	2	0	1.1	-1.8	12
COc1cc(CNCCc2ccc(S(N)(=O)=O)cc2)ccc1OCc1ccc(Cl)cc1	3	.	1386	16	93	-4	-3	2	-0.5	-2.6*	-4
COc1ccc(C(=O)/C=C/N2CCCCC2)cc1OC	3	-9	1447	-14	116	-16	2	4	3.4	-0.076	5
O=C(CSc1ccccc1)N(c1ccc(Br)cc1)c1nccs1	-19	0	1655	-10	106	-3	-5	-5	12*	-0.41	-2
CCNC(=O)c1ccc(-n2nc(C)cc2-c2ccccc2)cc1	-8	.	1554	21	91	4	9	15	0.0	.	9
CCN(CC)C(=O)CSc1nc2ccccc2c(=O)n1CC	-1	.	1652	11	95	8	8	2	2.4	-0.47	-1
Cc1cc(C)n(C(=O)CCCCCC(=O)n2nc(C)cc2C)n1	6	9	1546	1	102	-2	1	1	3.7	.	-11
CCOc1ccc(C(=O)NCc2ccccc2OC)cc1	-5	3	1693	1	101	6	0	-1	2.1	.	1
Fc1cccc(CN2CCN(Cc3nc(-c4cnccn4)no3)CC2)c1	-2	11	1336	2	102	5	-4	3	-1.1	2	5
O=C(Nc1cc(N2CCCCC2)ncn1)c1ccccc1	-18	0	1729	13	93	-18	2	1	-0.3	-0.44	1
Cc1cc(N/C=C/C(=O)c2cccs2)ccc1F	5	7	1655	-14	119	-26	8	6	2.3	0.44	2
FC(F)(F)c1ccccc1NC(=S)NN1CCOCC1	1	.	1602	-2	103	2	14	1	-0.9	.	8
C#CCOCCOCCOCCNc1nc(N2CCN(C(=O)C([C@@H](C)CC)n3cc(C(N)Cc4ccc(O)cc4)nn3)CC2)nc(N2CCN(C(=O)[C@H](CCC(=O)O)n3cc(C(N)Cc4ccc(O)cc4)nn3)CC2)n1 (some centres not stated)	-9	-22	1658	.	.	-3	13	7	1.8	.	1
Cc1ccc(S(=O)(=O)N/N=C\C=C\c2ccccc2)cc1	-6	.	1527	2	102	5	9	9	2.9	.	5
NS(=O)(=O)c1cccnc1Nc1c(Cl)cccc1Cl	6	.	1632	6	102	15	4	-1	4.7	.	4
O=C(CC1CCCC1)NCCc1cn2ccccc2n1	-1	2	1751	8	101	-3	5	-1	2.5	.	10
CCN(CC)C(=O)C1CCCN(c2ccc([N+](=O)[O-])cc2/C=N/NC(=O)c2ccccc2)C1 (configuration not stated)	7	-5	1687	10	92	2	6	5	0.8	0.027	4
CCc1ccc(NC(=O)C(=O)N/N=C(\C)CC(=O)NCCOC)cc1	4	-1	1603	9	102	-11	-6	-1	1.0	-1.7	0
COc1ccc(S(=O)(=O)N2CCN(CC(=O)Nc3cccc(F)c3)CC2)cc1	4	-4	1601	4	103	-6	-5	3	0.7	.	3
CCNC(=O)NC(=O)C(C)OC(=O)Cc1coc2cc3c(cc12)CCC3 (configuration not stated)	-3	-7	1486	7	101	3	2	-5	4.8	-0.27	2
O=C(Nc1ccc(-c2nnc(-c3ccco3)o2)cc1)C(c1ccccc1)c1ccccc1	0	.	1460	24	83	-13	6	0	2.9	.	11
CCN(CC)c1cc(Cl)nc(N)n1	-2	-33	1471	5	98	5	-4	-6	2.2	-0.21	0
CC(C)Cn1c(SCC#N)nc2ccccc2c1=O	-3	.	1579	-3	106	3	2	-4	3.0	-1.2	-1
CC(C)(C)N(NC(=O)OCc1ccccc1)C(=O)c1ccccc1Cl	-4	-4	1615	8	93	5	1	0	1.0	-0.6	5
Cc1ccc(Nc2n[nH]c(C)c2[N+](=O)[O-])cc1	4	10	1629	-4	103	-52	1	6	0.1	.	3
COCCN1C(=O)c2ccccc2C(C(=O)NCCN(C)C)C1c1ccc(F)cc1 (configuration not stated)	-9	.	1408	9	94	4	2	0	-0.7	0.44	-4
Cc1ccc(-n2[nH]c(C)c(C=Nc3ccc4[nH]c(=O)[nH]c4c3)c2=O)cc1C	5	.	1439	2	107	-3	0	2	1.3	.	-3
CCOC(=O)c1[nH]ncc1CN1CCCC(C(=O)c2cc(Cl)ccc2OC)C1 (configuration not stated)	-6	-8	1458	-3	104	-5	-6	-3	-1.4	-0.51	-2
